Screening data from PubChem.
TSHR antag: Antagonists of the Thyroid Stimulating Hormone Receptor: HTS campaign; activity change, negative = inhibition, % at 11.5 µM; 0.2% of 330,000 active; Thyrotropin receptor (Homo sapiens), P16473; AID 504810, 2011; TSHR-expressing cells, TSH-stimulated cAMP HTRF, 2 h; hits give low values;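 active = activity change below a set negative limit, meaning inhibition stronger than a set level, cut at about -70% in these data; inconclusive = activity change between two set negative limits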; note: % is set by controls: 0 for no effect and ±100 for the full control effect
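Competitive HTRF cAMP read-out (cryptate anti-cAMP antibody, cAMP-d2; 30 min, room temperature) in freshly harvested TSHR cells. Compounds added before TSH at EC80 (4nM final), followed by 2 hours' incubation at 37 deg C.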
Tb PFK block: qHTS Assay to Find Inhibitors of T. brucei phosphofructokinase; Potency, µM (doses to about 57.5 µM), inactives show top-dose activity, negative = inhibition, usual class: inhibitors; T. brucei PFK, ADP-Glo luminescence; AID 485367, 2010; 0.17% of 330,000 active; ATP-dependent 6-phosphofructokinase (Trypanosoma brucei brucei), O15648;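 note: potency is the fitted concentration of half-maximal effect; 0% = uninhibited 1x PFK enzyme wells and -100% = no-enzyme wells; nearly all actives have a fitted effect of over 60% in size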
Target sequence (O15648 whole entry, looked up): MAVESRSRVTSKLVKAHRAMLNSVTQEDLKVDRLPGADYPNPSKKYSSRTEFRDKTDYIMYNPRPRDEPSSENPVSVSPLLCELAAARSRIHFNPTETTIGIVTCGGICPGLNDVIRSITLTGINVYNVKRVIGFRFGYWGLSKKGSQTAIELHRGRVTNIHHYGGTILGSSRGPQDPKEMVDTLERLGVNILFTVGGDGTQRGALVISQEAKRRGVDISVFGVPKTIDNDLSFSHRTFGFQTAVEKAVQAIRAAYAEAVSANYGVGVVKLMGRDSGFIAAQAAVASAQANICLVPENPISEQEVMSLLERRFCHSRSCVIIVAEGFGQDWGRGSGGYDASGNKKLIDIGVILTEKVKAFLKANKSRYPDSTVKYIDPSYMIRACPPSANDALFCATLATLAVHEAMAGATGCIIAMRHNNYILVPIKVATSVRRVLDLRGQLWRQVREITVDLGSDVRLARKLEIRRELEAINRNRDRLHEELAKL
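Luminescent ADP detection (ADP-Glo, two-step: ATP depletion then ADP-to-ATP conversion for luciferase) reported PFK activity after 45 min room-temperature reaction of 1.25 nM enzyme with 0.5 mM F6P and 0.1 mM ATP at pH 8.0.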
Integrin act MD: qHTS for Activators of Integrin-Mediated Alleviation for Muscular Dystrophy; alpha7betagal myoblasts, beta-gal FDG fluorescence, 48 h; 0.064% of 350,000 active; AID 624291, 2012; Potency, µM (doses to about 38.3 µM), for inactives: at the top dose activation, usual class: activators;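 note: potency is the fitted concentration of half-maximal effect; 100% = response of the positive control SU9516; nearly all actives have a fitted effect of over 60% in size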
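Alpha7betagal+/- myoblasts (passage 13) were plated 16-24 hr, then exposed to compounds (1:260 dilution of DMSO stock) for 48 hours at 37C. After MPER lysis, β-galactosidase reporter activity was read as FDG fluorescence (ex 480/em 540) after 30 minutes.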
Eya2 phos inh: qHTS Assay for Inhibitors of the Phosphatase Activity of Eya2; Protein phosphatase EYA2 (Homo sapiens), O00167; recombinant Eya2, OMFP fluorescence dephosphorylation (OMFP is methylfluorescein phosphate); Potency, µM (doses to about 76.9 µM), without a hit: top-dose activity, negative = inhibition, usual class: inhibitors; 0.006% of 330,000 active; AID 488837, 2010; note: potency is the fitted concentration of half-maximal effect; % is set by controls: 0 for no effect and ±100 for the full control effect
Target sequence (O00167 whole entry, looked up): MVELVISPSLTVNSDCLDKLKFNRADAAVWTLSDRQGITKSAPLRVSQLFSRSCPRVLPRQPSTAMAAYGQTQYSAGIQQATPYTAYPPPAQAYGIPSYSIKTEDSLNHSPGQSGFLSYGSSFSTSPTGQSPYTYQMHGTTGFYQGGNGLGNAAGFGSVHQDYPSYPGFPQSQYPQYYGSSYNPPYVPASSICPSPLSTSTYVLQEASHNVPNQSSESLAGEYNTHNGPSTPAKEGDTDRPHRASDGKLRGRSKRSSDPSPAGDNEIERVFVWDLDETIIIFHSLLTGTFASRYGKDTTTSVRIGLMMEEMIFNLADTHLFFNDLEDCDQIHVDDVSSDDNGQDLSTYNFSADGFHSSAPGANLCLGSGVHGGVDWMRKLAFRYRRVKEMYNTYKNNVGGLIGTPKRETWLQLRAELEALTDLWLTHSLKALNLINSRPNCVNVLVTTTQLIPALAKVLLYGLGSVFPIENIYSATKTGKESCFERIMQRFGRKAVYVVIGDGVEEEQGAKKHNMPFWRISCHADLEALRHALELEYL
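Eya2 protein (added as 0.2 uM solution) was preincubated with compound for 10 min at ambient temperature in 50 mM HEPES pH 7.5, 50 mM NaCl, 5 uM MgCl2, 0.05% BSA, 1 mM DTT. OMFP (added at 50 uM) then reacted 10 min; fluorescence read at 485/525 nm.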
S-ASM inh: Inhibitors of Secretory Acid Sphingomyelinase (S-ASM): qHTS; Sphingomyelin phosphodiesterase (Homo sapiens), P17405; placental ASM, HMU-PC fluorogenic substrate, 60 min; Potency, µM (series often up to 57.5 µM), for the others: at the highest dose activity change, negative = inhibition, most hits filed as inhibitors; 0.006% of 340,000 active; AID 504937, 2011; note: potency is the fitted concentration of half-maximal effect
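Fluorescence read-out (Ex 386 nm, Em 447 nm) after stopping the reaction at pH 10. Enzyme: ASM from human placenta; substrate HMU-PC0, 9 uM final; 60 min, 37 °C. Compound preincubation 10 min, ambient temperature.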
BCR signal inh: qHTS Assay to Find Inhibitors of Chronic Active B-Cell Receptor Signaling; AID 493014, 2011; ABC-DLBCL IkBa-CBG/CBR reporter, luminescence ratio, 4 h; Potency, µM (top dose mostly 46.1 µM), without a hit: top-dose ratio change, negative = lower green/red ratio, actives largely listed as inhibitors; 0.05% of 340,000 active; active = well fitted inhibition curve with a large enough effect in the signal ratio, with a control signal flat, not every such curve was filed as active; inconclusive = small, poorly fitted or top-dose-only effect, or effect the other way, or a change in a side signal; the % refers to the signal ratio;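 note: potency is the fitted concentration of half-maximal effect; plate controls were basal doxycycline-induced cells for no effect and cells given 10 µM MG132 for full effect; MG132 reads +100%, hits lower the ratio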
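TMD8 human ABC-DLBCL cells with doxycycline-inducible IκBα–green luciferase fusion and unfused red luciferase, in 0.5% FBS medium; compounds up to 46 uM, 4 h at 37C. Green/red luminescence ratio, filter-overlap corrected, fitted to concentration-response curves.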
PTAP TSG101 blk: qHTS Assay for Iinhibitors of HIV-1 Budding by Blocking the Interaction of PTAP/TSG101; Tumor susceptibility gene 101 protein (Homo sapiens), Q99816; Fluorescence polarization, FITC-PTAP peptide / Tsg101 binding; Potency, µM (top dose mostly 115 µM), inactives show at the top dose activity change, negative = inhibition, usual class: inhibitors; 340,000 tested, under 10 active; active = well fitted inhibition curve with a large enough effect in the main read-out, with a control signal flat, not every such curve was filed as active; inconclusive = small, poorly fitted or top-dose-only effect, or effect the other way, or a change in a side signal; inactive = no such curve, though single readings can be large or run the other way; note: potency is the fitted concentration of half-maximal effect; % of control where 0% means no effect
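Fluorescence polarization binding of Tsg101 binding domain (10 uM final) to FITC-labeled PTAP peptide (50 nM final) in HEPES pH 7.5 buffer with NaCl, Tween 20, EDTA, TCEP. Compounds added before peptide; binding 20 min at RT.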
Mito fusion yeast: qHTS Assay for Small Molecule Inhibitors of Mitochondrial Division or Activators of Mitochondrial Fusion; Potency, µM (titrated, usually from 46.1 µM), without a hit: at the top dose growth rescue (activation), usual class: activators; 0.23% of 320,000 active; S. cerevisiae fusion-defective mutant growth rescue, CellTiterGlo 48 h; AID 485298, 2010;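 note: potency is the fitted concentration of half-maximal effect; % of control where 0% means no effect; nearly all actives have a fitted effect of over 45% in size; temperature-sensitive fusion mutants such as fzo1-1 at 37 °C on non-fermentable ethanol glycerol medium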
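Read-out: ATP-based luminescence (CellTiterGlo, 10 min ambient) reporting growth of fusion-defective ts yeast after 48 hours at 37C on glycerol/ethanol YPEG medium in the presence of compound.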
TCR activator: Activators of T cell receptors: qHTS campaign. primary human leukocytes, anti-CD3, IL-2 HTRF, 48 h. Potency, µM (top dose mostly 9.22 µM), for the others: top-dose activation of IL-2 secretion, usual class: activators. 330,000 tested, under 10 active. AID 504894, 2011; note: % of control where 0% means no effect
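Primary human leukocytes incubated 48 hr with anti-CD3 beads plus compound, without co-stimulation. Secreted IL-2 measured by HTRF (europium cryptate/d2 anti-IL-2 pair, 320 nm excitation, 665 nm emission).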
ELG1 repair inh: qHTS screen for small molecules that inhibit ELG1-dependent DNA repair in human embryonic kidney (HEK293T) cells expressing luciferase-tagged ELG1 | HEK293T ELG1-luciferase reporter, luminescence, 16 h; DNA damage induced by 5-fluorouridine | Potency, µM (doses to about 46.1 µM), without a hit: at the top dose activity change, negative = inhibition, hits mostly inhibitors | 2.3% of 330,000 active; note: potency is the fitted concentration of half-maximal effect; % is set by controls: 0 for no effect and ±100 for the full control effect; nearly all actives have a fitted effect of over 55% in size
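In this reporter screen, reduction of luminescence relative to DMSO vehicle indicated activity. Compounds and 5-fluorouridine were added together to 2,000 cells per well, incubated for 16 hr at 37 °C, then developed with ONE-Glo.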
AT treatment: qHTS Assay for Identifying a Potential Treatment of Ataxia-Telangiectasia. […] A-T fibroblasts, KAP-1 phosphorylation AlphaLISA; neocarzinostatin DNA damage 30 min before lysis. Potency, µM (doses to about 57.5 µM), for the others: at the top dose activation, actives largely listed as activators. 0.19% of 320,000 active. AID 485349, 2010; note: potency is the fitted concentration of half-maximal effect; % of control where 0% means no effect; nearly all actives have a fitted effect of over 45% in size
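hTERT-immortalized A-T patient fibroblasts ([…]), 500 cells/well in OPTI-MEM, 1% FBS, got compounds for 60 min, then NCS for 30 min at 37C. Lysates were then assayed for phospho-KAP-1 by AlphaLISA (anti-pKAP1 donor, anti-KAP1 acceptor beads), 6 hr at 25C.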
* marks the source's active call; other numbers are inactive results; ? = inconclusive; . = not tested or not shown; [ ] = remark or other dose. Unless noted, calls come from the whole dose curve; as a rule, active = well fitted curve in the direction sought with a large enough effect; inconclusive = small, poorly fitted or top-dose-only effect, or another doubt; inactive = no such curve, though single readings can be large; an effect the other way counts as inactive or inconclusive.

(1) COc1cc(NC(=O)C2CCCN(S(=O)(=O)c3ccc4c(c3)oc(=O)n4C)C2)cc(OC)c1 (stereo not drawn)
(2) Cc1nn(-c2ccccc2)c(Cl)c1C(=O)Nc1nnc(C2CCCCC2)s1
(3) COC(=O)c1ccc(C2/C(=C(/O)c3ccc4c(c3)CC(C)O4)C(=O)C(=O)N2Cc2cccnc2)cc1 (stereo not drawn)
(4) COc1cccc(C(=O)N2CCN(C3CCN(Cc4ccccc4)CC3)CC2)c1OC
(5) COC(=O)c1ccccc1SCC(=O)Nc1ccc(N2CCOCC2)cc1
(6) O=c1c([N+](=O)[O-])c(N2CCCCCC2)c2ccccc2n1-c1ccccc1
(7) O=C(COc1ccc(Cl)cc1)Nc1ccc2c(c1)OCO2
(8) Cc1nc2ccccc2n1CCCOc1ccccc1
assay / entry,1,2,3,4,5,6,7,8
TSHR antag,-5,16,0,-2,10,10,-2,-5
Tb PFK block,-3%,6%,2%,0%,0%,-6%,-18%,1%
Integrin act MD,8%,-14%,2%,-6%,-6%,-4%,8%,0%
Eya2 phos inh,-1%,2%,6%,-4%,-12%,17%,-11%,0%
S-ASM inh,-3%,-5%,1%,5%,3%,-1%,2%,0%
BCR signal inh,3%,4%,?,0%,1%,-12%,?,5%
PTAP TSG101 blk,2%,-4%,-6%,-3%,1%,0%,-7%,-4%
Mito fusion yeast,-1%,1%,6%,-10%,-1%,10%,-13%,4%
TCR activator,-2%,-6%,-1%,6%,.,4%,1%,3%[46.1 µM]
ELG1 repair inh,?,-2%,0%,-1%,?,?,?,?
AT treatment,4%,-12%,-1%,-14%,0%,2%,6%,.

(9) Cc1cc(C)c(C(=O)CN2C(=O)NC3(CCCCC3)C2=O)cc1C
(10) CCOc1ccccc1/C=N/NC(=O)C[n+]1ccccc1
(11) CCN(CC)c1ncnc2scc(C3COc4ccccc4O3)c12 (stereo not drawn)
(12) CCCCn1c(N)c(N(CCOC)C(=O)CSc2nnc(-c3ccc(C(C)(C)C)cc3)n2N)c(=O)[nH]c1=O
(13) O=C(Nc1ccc(Cc2ccncc2)cc1)C1CCC(N2C(=O)C3C4C=CC(C4)C3C2=O)CC1 (stereo not drawn)
(14) O=C(NCc1ccccc1)C1CCCN(c2cnccn2)C1 (stereo not drawn)
(15) COc1ccc(C(=O)CCC(=O)NC2=NCCS2)cc1
(16) O=C(c1ccccc1Oc1ccccc1)N1CCN(c2ccccc2)CC1
assay / entry,9,10,11,12,13,14,15,16
TSHR antag,-1,-10,-23,13,-21,-12,11,-2
Tb PFK block,-9%,0%,1%,2%,1%,-5%,0%,0%
Integrin act MD,0%,42%,16%,28%,-55%[inhibitor],30%,0%,-10%
Eya2 phos inh,8%,1%,7%,?,10%,-14%,-4%,-8%
S-ASM inh,4%,2%,-14%,-2%,-3%,-3%,6%,-1%
BCR signal inh,5%,0%,11%,0%,1%,5%,4%,0%
PTAP TSG101 blk,-3%,-7%,-6%,-3%,-4%,0%,4%,-4%
Mito fusion yeast,-2%,2%,-13%,-7%,-5%,1%,-2%,19%
TCR activator,3%,-10%,-6%[46.1 µM],.,1%,10%,-2%,0%
ELG1 repair inh,?,10%,?,-3%,6.5µM*,12%,?,?
AT treatment,3%,7%,3%,-2%,2%,-13%,-9%,7%

(17) COc1ccc(Cl)cc1NC(=O)Cc1c(F)cccc1Cl
(18) Nc1nc(Nc2ccccc2)nc(C(F)(F)F)n1
(19) O=C(NCCN1CCN(c2ccccc2Cl)CC1)Nc1ccccc1
(20) CCCn1nnc(NC(=O)/C=C/c2ccccc2)n1
(21) CCN1CCCC(NC(=O)c2scc3c2CCCC3)C1 (stereo not drawn)
(22) CC1(c2ccc(OCC#N)cc2)C=C(c2ccc(OCC#N)cc2)n2nc(C(F)(F)F)nc2N1 (stereo not drawn)
(23) O=C(CCn1c(=O)[nH]c2ccsc2c1=O)N1CCN(c2ccc([N+](=O)[O-])cc2)CC1
(24) C=CCOc1ccc(/C=N/NC(=O)CN2CCCCC2)cc1OC
assay / entry,17,18,19,20,21,22,23,24
TSHR antag,-10,43,-1,-5,8,-8,-1,9
Tb PFK block,-2%,2%,-3%,-3%,2%,-2%,-6%,0%
Integrin act MD,1%,20%,-25%,1%,-1%,3%,-34%,?
Eya2 phos inh,-4%,-3%,9%,16%,-20%,-4%,-8%,2%
S-ASM inh,-2%,0%,1%,0%,3%,-11%,-12%,-1%
BCR signal inh,-10%,-11%,?,?,10%,?,-17%,-12%
PTAP TSG101 blk,0%,-11%,-1%,-3%,-1%,-7%,-1%,0%
Mito fusion yeast,0%,-9%,-1%,-1%,0%,6%,-8%,2%
TCR activator,2%[46.1 µM],-11%,.,-3%,-2%,1%[46.1 µM],3%,-20%
ELG1 repair inh,18%,?,-14%,?,10%,?,18µM*,1%
AT treatment,6%,7%,1%,3%,1%,-1%,0%,-6%

Profiles, quoted from the list. Values in the order: TSHR antag | Tb PFK block | Integrin act MD | Eya2 phos inh | S-ASM inh | BCR signal inh | PTAP TSG101 blk | Mito fusion yeast | TCR activator | ELG1 repair inh | AT treatment
CCN(CC)c1ncnc2scc(C3COc4ccccc4O3)c12 (stereo not drawn) is listed with -23 | 1% | 16% | 7% | -14% | 11% | -6% | -13% | -6%[46.1 µM] | ? | 3%
COc1cc(NC(=O)C2CCCN(S(=O)(=O)c3ccc4c(c3)oc(=O)n4C)C2)cc(OC)c1 (stereo not drawn) is listed with -5 | -3% | 8% | -1% | -3% | 3% | 2% | -1% | -2% | ? | 4%
O=C(NCCN1CCN(c2ccccc2Cl)CC1)Nc1ccccc1 is listed with -1 | -3% | -25% | 9% | 1% | ? | -1% | -1% | . | -14% | 1%

Next compounds follow:
(25) COc1ccc(NC(=O)CSCC(=O)Nc2nnc(C3CC3)s2)cc1
(26) CC1O[C@@H](OC2C(COC3OC(CO)C(O)[C@H](O)C3O)OC(OC3CC[C@]4(C)C(CC[C@@]5(C)[C@@H]4CC=C4[C@@H]6CC(C)(C)CC[C@]6(CO)C(O)C[C@]45C)C3(C)C)C(O)C2O)C(O)C(O)C1O (stereo partly drawn)
(27) CC(=O)Oc1cccc(C2C3=C(CC(C)(C)CC3=O)Nc3ccccc3N2C(C)=O)c1 (stereo not drawn)
(28) O=C(NCCN1CCOCC1)Nc1ccc(Cl)cc1Cl
(29) CSc1ncccc1C(=O)Nc1nc2ccc(S(C)(=O)=O)cc2s1
assay / entry,25,26,27,28,29
TSHR antag,9,-4,-13,-9,4
Tb PFK block,-11%,7%,-3%,-6%,-1%
Integrin act MD,21%,-8%,-2%,-7%,0%
Eya2 phos inh,-10%,-1%,1%,-6%,-13%
S-ASM inh,4%,-8%,1%,0%,-2%
BCR signal inh,?,0%,-2%,13%,?
PTAP TSG101 blk,-4%,-5%,-1%,-7%,-10%
Mito fusion yeast,-3%,.,0%,-3%,-3%
TCR activator,1%,4%,.,2%,0%
ELG1 repair inh,18%,-1%,0%,?,?
AT treatment,-4%,-1%,8%,4%,0%
